Compound activity: PubChem BioAssay, Sanford-Burnham Center for Chemical Genomics
DUSP3 inh: inhibitors of human VHR1 phosphatase (DUSP3). P51452. recombinant VHR phosphatase, colorimetric substrate read-out. inhibition, % at 20 µM. actives 0.7% (n = 50,000). AID 1992; in the data active = inhibition above about 60%; also: some results filed as inactive read as strong as hits
Target sequence (P51452 whole entry, looked up): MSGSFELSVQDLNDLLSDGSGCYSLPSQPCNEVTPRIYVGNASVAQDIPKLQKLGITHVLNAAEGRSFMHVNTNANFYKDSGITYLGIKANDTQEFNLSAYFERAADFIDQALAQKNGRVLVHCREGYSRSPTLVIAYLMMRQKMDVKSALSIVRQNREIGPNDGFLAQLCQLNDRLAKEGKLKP
Active calls of the source: *. This is a subset; the hit share may differ from the screen's.

A first look:
molecule | DUSP3 inh
C[C@]12CCCCC1CCC1C2CC[C@@]2(C)C1CC[C@@]2(O)CC#N (some centres undefined) | -31
Cc1ccc2oc(-c3cccc(NC(=O)c4ccc(-c5ccc([N+](=O)[O-])cc5C)o4)c3C)nc2c1 | 12
CC(=O)C1=C(O)C(=O)N(CC2CCCO2)C1c1ccc(Cl)cc1Cl (centres undefined) | -19
COc1ccc(Br)cc1C(=O)Nc1ccc(C)c(C)c1 | -8
Cc1cc(/C=c2\sc3nc4ccccc4n3c2=O)c(C)n1C | 0
Oc1ccc(/C=N/Nc2nc(-c3ccccc3)cc(-c3ccc(Br)cc3)n2)c(O)c1 | 10
O=C(O)C1C2CCC(C2)C1C(=O)NCC1CCCO1 (centres undefined) | -9

Main list, from the start:
molecule | DUSP3 inh
C[C@]12CCCCC1CCC1C2CC[C@@]2(C)C1CC[C@@]2(O)CC#N (some centres undefined) | -31
Cc1ccc2oc(-c3cccc(NC(=O)c4ccc(-c5ccc([N+](=O)[O-])cc5C)o4)c3C)nc2c1 | 12
CC(=O)C1=C(O)C(=O)N(CC2CCCO2)C1c1ccc(Cl)cc1Cl (centres undefined) | -19
COc1ccc(Br)cc1C(=O)Nc1ccc(C)c(C)c1 | -8
Cc1cc(/C=c2\sc3nc4ccccc4n3c2=O)c(C)n1C | 0
Oc1ccc(/C=N/Nc2nc(-c3ccccc3)cc(-c3ccc(Br)cc3)n2)c(O)c1 | 10
O=C(O)C1C2CCC(C2)C1C(=O)NCC1CCCO1 (centres undefined) | -9
COc1cc(NC(=O)c2ccc(Cl)c(Cl)c2)c(OC)cc1NC(C)=O | -77
O=[N+]([O-])c1cc(-n2cnnn2)ccc1Sc1nnnn1-c1ccccc1 | -11
N#Cc1c(N)nc2sc(C(=O)Nc3ccccc3)c(N)c2c1-c1ccco1 | -5
Clc1ccc(N2CCN(N=Cc3ccccc3Br)CC2)cc1 | 22
COc1ccc(O)c(CN2CCN(Cc3ccc(Br)cc3)CC2)c1 | -25
CCCC(=O)Nc1ccc2c(c1)OCCO2 | 9
CCC(=O)Nc1cccc(-c2nc3ccccc3s2)c1C | -9
CCOc1cc(/C=C2\SC(=S)N(NC(=O)c3cccc([N+](=O)[O-])c3)C2=O)ccc1O | -36
O=C1c2ccc([N+](=O)[O-])cc2C(=O)N1Cc1ccccc1 | -1
CC(C)(C)c1ccc(C(=O)NCCOCc2ccccc2)cc1 | 33
COc1ccc(N(CC(=O)Nc2ccc(C)cc2)S(C)(=O)=O)c(OC)c1 | 4
Cc1[nH]nc2c1C(c1cc(Br)cs1)C(C#N)=C(N)O2 (centres undefined) | -4
CCOC(=O)c1ccccc1NS(=O)(=O)c1ccc(OC)c(OC)c1 | -15
O=C(Cc1ccccc1)NC(c1ccco1)c1c(O)ccc2ccccc12 (centres undefined) | -12
COC(=O)c1c(NC(=O)c2ccc(C)c([N+](=O)[O-])c2)sc2c1CCC2 | -4
Cc1onc(-c2c(Cl)cccc2Cl)c1C(=O)Nc1cc(C(N)=O)cc(C(N)=O)c1 | -29
O=C(Nc1ccc(Br)cc1)c1cccc2c1C(=O)c1ccccc1-2 | 13
COc1ccc(CCNC(=O)C(=O)NCc2ccc(C)cc2)cc1OC | 18
O=C(NCc1ccc(F)cc1)c1ccccc1I | -14
CC(=O)N(Cc1ccco1)C1CC(=O)N(c2ccc(Cl)cc2)C1=O (centres undefined) | -12
COc1cc(-c2nc3nnc(C)n3[nH]2)cc(OC)c1OC | -7
COC(=O)C1C(=O)CC(C)(O)C(C(=O)OC)C1/C=C/c1ccccc1 (centres undefined) | -6
O=C(CCc1ccccc1)NNC(=S)Nc1ccccc1 | 35
CC(C)c1ccccc1NC(=O)C(C)N1C(=O)c2ccccc2C1=O (centres undefined) | -6
COc1ccccc1OCCOc1ccc(C=O)cc1 | -14
Cc1ccc(C2C(C#N)=C(N)Oc3n[nH]c(C)c32)o1 (centres undefined) | -2
CC(=O)Nc1ccc(S(=O)(=O)Nc2ccc(F)cc2F)cc1 | -21
CC(C)CN1C(=O)/C(=C/c2ccc([N+](=O)[O-])cc2)SC1=S | -24
Cc1ccc(NC(=O)c2ccc(I)cc2)cc1C | -2
C/C(=N\NC(=O)c1ccccn1)c1ccc([N+](=O)[O-])cc1 | -29
COc1ccc(NC(=O)c2ccc(CN3CCN(c4ccccc4)CC3)cc2)cc1 | -6
COc1cc(C(=S)N2CCOCC2)ccc1OC(C)=O | 4
O=C(Nc1ncc(Cc2ccccc2)s1)c1ccccc1[N+](=O)[O-] | -10
O=[N+]([O-])c1ccc(C2NN=C(Cc3ccccc3)S2)cc1 (centres undefined) | 42
COc1ccc(N(CC(=O)NCc2ccncc2)S(=O)(=O)c2ccc(OC)c(OC)c2)cc1 | -19
Cc1ccc(/C=C2\SC(=Nc3ccc(F)cc3)NC2=O)o1 | 5
O=C(O)COc1c(Cl)cc(/C=C2\C(=O)NC(=O)N(c3ccc(F)cc3)C2=O)cc1Cl | 2
COc1c(Cl)cc(C(=O)Nc2ccc([N+](=O)[O-])cc2C)cc1Cl | -16
COc1ccccc1NC(=O)C1=C(C)NC(=S)NC1c1cccc([N+](=O)[O-])c1 (centres undefined) | 30
CCCn1c(C(O)c2cc(OC)c(OC)c(OC)c2)nc2ccccc21 (centres undefined) | 28
CC[N+]1=C(/C=C/Nc2ccccc2)SCC1 | -7
O=C(N/N=C/c1ccc(O)cc1)c1cccc(Cl)c1 | -4
O=C(c1ccc(F)cc1)N1CCN(c2ccc(F)cc2)CC1 | -19

(next part)
molecule | DUSP3 inh
CCCCCn1c(=O)c(C(=O)Nc2ccccc2Cl)c(O)c2ccccc21 | -33
CCc1ccccc1NC(=O)c1cc(-c2cccs2)nc2ccccc12 | 26
O=C1CN(c2ccc(Cl)cc2)C(=O)N1 | -13
Cc1sc(NC(=O)C2CC3CCC2C3)c(C(N)=O)c1C (centres undefined) | -21
O=C1CC(NCc2ccc(Cl)cc2)C(=O)N1c1ccc(Br)cc1 (centres undefined) | 13
O=C(NCc1ccccn1)C(=O)N/N=C/c1ccccc1F | -3
C=C(C)c1cccc(C(C)(C)NC(=O)Nc2ccccc2F)c1 | -8
O=C1NN(c2ccccc2)C(=O)/C1=C\c1ccc(Cl)cc1Cl | 60
COc1ccc(C(NS(=O)(=O)c2ccc(C)c([N+](=O)[O-])c2)c2ccccc2)cc1 (centres undefined) | -31
Cc1ccc(NC(=O)C2CCC(C)(C(=O)NN)C2(C)C)cc1 (centres undefined) | -12
COc1cc(/C=C2\SC(=S)N(c3ccc(C)cc3C)C2=O)cc(Br)c1O | -9
Cc1ccc(NC(=O)C2COc3ccccc3O2)cc1C (centres undefined) | 4
CSc1ccccc1NC(=O)CSc1nc2ccccc2o1 | -4
CCOc1cc(/C=c2\sc3nc4cc(C)c(C)cc4n3c2=O)ccc1O | -37
COc1ccc(Cl)cc1NC(=O)c1cc2cc([N+](=O)[O-])ccc2oc1=O | 2
Cc1cc(NC(=O)c2ccc(Oc3ccc([N+](=O)[O-])cc3)cc2)no1 | 8
COc1ccc(C(N)=O)cc1NC(=O)c1ccc(Cl)c(Cl)c1 | -15
CCN(CC)c1ccc(/C=C2/SC(=O)N(CNc3ccc(OC)c(Cl)c3)C2=O)cc1 | 18
Cc1ccc(C(=O)Nc2cc(Cl)ccc2C)cc1C | -14
COc1ccc(N2C(=O)C3C4C=CC(C4=C(C)C)C3C2=O)c([N+](=O)[O-])c1 (centres undefined) | 5
COc1ccc(Nc2nc(-c3ccc(C)cc3)c(C)s2)cc1 | 60
CCOc1ccc2nc(NC(=O)CCC(=O)O)sc2c1 | 14
CC(=O)C1=C(O)C(=O)N(c2nc3ccccc3s2)C1c1ccccc1 (centres undefined) | -8
CCCCN(CCCC)C(=O)c1cccc([N+](=O)[O-])c1C | 4
CCN(CC)c1ccc(/C=N/Nc2nc(-c3cc4cccc(OC)c4oc3=O)cs2)c(O)c1 | 2

Some values from the entries so far.
DUSP3 inh, Cc1ccc(C(=O)Nc2cc(Cl)ccc2C)cc1C → -14
DUSP3 inh, CC[N+]1=C(/C=C/Nc2ccccc2)SCC1 → -7
DUSP3 inh, COc1ccccc1OCCOc1ccc(C=O)cc1 → -14

(continued)
O=C(N=Nc1c(O)n(CN2CCCCCC2)c2ccccc12)c1cccnc1
  DUSP3 inh = 34

COc1cc([N+](=O)[O-])cc2c1N=C(c1ccc(Br)cc1)NO2
  DUSP3 inh = -4

CCN(CC)CCNC(=O)Cn1nc(C)c2ccccc2c1=O
  DUSP3 inh = 4

C=CCc1cccc(/C=N/c2nc3ccccc3n2CC)c1O
  DUSP3 inh = -26

COc1ccc(C2CC(=O)C3=C(C2)Nc2ccccc2NC3c2coc3c(Cl)cc(Cl)cc3c2=O)cc1 (centres undefined)
  DUSP3 inh = 105*

CCC(=O)Nc1ccc(NC(=O)c2cc(Cl)ccc2OC)cc1
  DUSP3 inh = -29

Cn1c(/C(C#N)=C/c2cccc([N+](=O)[O-])c2O)nc2ccccc21
  DUSP3 inh = -8

Cc1cc(C)n(-c2cc(N(CCO)CCO)ncn2)n1
  DUSP3 inh = -12

COc1ccc(N2C(=O)NC(=O)/C(=C\c3cccc(OC)c3OC)C2=O)cc1
  DUSP3 inh = 2

CC1(C)CC(=O)C/C(=N/NC(=O)c2ccccc2)C1
  DUSP3 inh = 6

CCOc1ccccc1NC(=O)CN(c1cc(C)cc(C)c1)S(=O)(=O)c1ccccc1
  DUSP3 inh = -23

O=C(O)CC(NC(=O)c1ccc(Cl)cc1)c1ccccc1 (centres undefined)
  DUSP3 inh = -38

CC(C)Cc1ccc(C(C)C(=O)N2CCOCC2)cc1 (centres undefined)
  DUSP3 inh = -7

COCCOC(=O)C1=C(C)NC(=O)CC1c1cccc(Cl)c1Cl (centres undefined)
  DUSP3 inh = -1

CC1CCCC(C)N1CC(O)COc1ccc(N=Cc2ccccc2O)cc1 (centres undefined)
  DUSP3 inh = 7

O=C1NC(=O)N(c2ccccc2)C(=O)/C1=C/c1ccc(N2CCCC2)cc1
  DUSP3 inh = 20

CCCCC(=O)Nc1ncc2c(n1)CC(C)(C)CC2=O
  DUSP3 inh = -4

CNC(=S)N(C)/N=C(C)\C=N\N(C)C(=S)NC
  DUSP3 inh = -12

Cc1ccc(S(=O)(=O)N(CCc2ccccc2)CC(=O)NCc2cccnc2)cc1
  DUSP3 inh = 0

N/C(=N\OC(=O)c1ccc(F)cc1)c1ccccc1
  DUSP3 inh = -3

Cc1nc([N+](=O)[O-])cn1-c1cccc(O)c1
  DUSP3 inh = 0

N/C(=N\OC(=O)c1ccccc1I)c1ccccn1
  DUSP3 inh = -6

COc1ccc(N(CC(=O)Nc2ccccc2Cl)S(=O)(=O)c2ccccc2)cc1Cl
  DUSP3 inh = -15

CCn1nnnc1-c1ccc(OC)c(S(=O)(=O)NCc2ccccc2)c1
  DUSP3 inh = -21

CN1C(=O)/C(=C/c2ccc(O)c(O)c2)SC1=S
  DUSP3 inh = -5

COc1ccccc1C1SCCN1C(=O)/C=C\C(=O)O (centres undefined)
  DUSP3 inh = -32

O=[N+]([O-])c1ccc2c(c1)c1ccccc1n2Cc1ccccc1O
  DUSP3 inh = -17

O=C(O)/C=C/C(=O)Nc1cc([N+](=O)[O-])ccc1F
  DUSP3 inh = -16

CCCCSc1nc2sc3c(c2c(=O)n1-c1ccc(OC)cc1)CC(C)(C)OC3
  DUSP3 inh = -17

CCOC(=O)c1c(-c2ccc(F)cc2)csc1NC(=O)C1CCCCC1C(=O)O (centres undefined)
  DUSP3 inh = -25

CCCCn1c(=N)n(CC(O)c2ccc(Cl)cc2)c2ccccc21 (centres undefined)
  DUSP3 inh = 14

CN(C)c1ccc(/C=C2/SC(N=Nc3c(O)[nH]c4ccccc34)=NC2=O)cc1
  DUSP3 inh = 1

O=C(Nc1cccc(F)c1)/C(=C/c1cccnc1)NC(=O)c1cccc(Br)c1
  DUSP3 inh = 3

Cc1cc(C)c2c(c1)=C(c1sc(N)nc1O)C(=O)N=2
  DUSP3 inh = -17

O=C(O)CCN1C(=O)/C(=C/c2ccccc2Cl)SC1=S
  DUSP3 inh = -22

CCC(C)(C)C1CCc2c(sc(NC(=O)/C=C/C(=O)O)c2C(N)=O)C1 (centres undefined)
  DUSP3 inh = -1

COc1ccc(Cl)cc1C(=O)Nc1cc2nn(-c3ccc(C)cc3)nc2cc1C
  DUSP3 inh = -1

CN(C)CCCNC(=O)c1cccc(F)c1
  DUSP3 inh = -3

O=C(c1cccc(F)c1)N1CCN(C2CCC(c3ccccc3)CC2)CC1 (centres undefined)
  DUSP3 inh = 10

COc1ccc(/C=N\Nc2cc(C)c3ccccc3n2)cc1
  DUSP3 inh = -14

O=[N+]([O-])c1ccc2nc(N3CCNCC3)sc2c1
  DUSP3 inh = 52

O=C(Nc1ccc([N+](=O)[O-])cc1Cl)c1cc2ccccc2o1
  DUSP3 inh = -15

COc1cc(C2c3c(c4ccccc4oc3=O)Oc3c2c(=O)oc2ccccc32)cc(OC)c1OC
  DUSP3 inh = 1

C=CCN1C(=O)/C(=C\c2ccccc2OCc2cccc3ccccc23)SC1=S
  DUSP3 inh = 0

COc1ccc(S(=O)(=O)N2CCN(Cc3ccc([N+](=O)[O-])cc3)CC2)cc1
  DUSP3 inh = -5

CCOc1ccc2nc(NC(=O)c3cc(C)cc(C)c3)sc2c1
  DUSP3 inh = 2

CCN=C(Nc1cc(Cl)cc(Cl)c1)SC1CC(=O)N(c2cccc(OC)c2)C1=O (centres undefined)
  DUSP3 inh = -16

COc1ccc(-c2nc(=S)c3c(n2Cc2ccccc2)CCCC3)cc1
  DUSP3 inh = 43

Nc1nnc2c(n1)-c1ccccc1C2=O
  DUSP3 inh = -6

CC1=C(C)C(C)=C(C#N)C(=C(C#N)C#N)N1
  DUSP3 inh = -4

CC(C)CCNCC(O)Cn1c2ccc(Br)cc2c2cc(Br)ccc21 (centres undefined)
  DUSP3 inh = 35

O=C1C2C(C(=O)N1/N=C/c1ccc(Cl)cc1Cl)C1C=CC2C12CC2 (centres undefined)
  DUSP3 inh = -15

COc1ccc(CC(=O)N=Nc2c(O)n(CN3CCN(C)CC3)c3ccc(Br)cc23)cc1
  DUSP3 inh = -17

A run of entries taken from the entries so far:
O=C1C2C(C(=O)N1/N=C/c1ccc(Cl)cc1Cl)C1C=CC2C12CC2 (centres undefined)
  DUSP3 inh = -15

COc1ccc(CC(=O)N=Nc2c(O)n(CN3CCN(C)CC3)c3ccc(Br)cc23)cc1
  DUSP3 inh = -17
